ssDAF12 agonist: activators of S. stercoralis DAF-12 nuclear receptor; HEK293 ssDAF-12/GRIP1 lit1-tk-luc reporter, luminescence; % of 3 µM dafachronic acid response; activation, % at 6.8 µM; 370,000 compounds, 1% hits; AID 652126;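 active means activation above the mean over all tested compounds plus 3 SD, cut at about 0.9% in these data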;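 further: 0% = DMSO-only wells and 100% = 3 µM delta7-dafachronic acid wells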
sPLA2-III inh: Inhibits HGIII-sPLA2 liposome hydrolysis, primary screen; Q9NZ20; QFRET BODIPY PC-A2 liposome hydrolysis, fluorescence; inhibition, % at 12.2 µM; 370,000 compounds, 0.56% hits; AID 743126;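 active means inhibition above mean plus 3 SD of compounds lying within the high and low control bounds, cut at about 19% in these data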;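 further: 0% = median of test compound wells and 100% = no enzyme DMSO wells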
Target sequence (Q9NZ20 whole entry, looked up): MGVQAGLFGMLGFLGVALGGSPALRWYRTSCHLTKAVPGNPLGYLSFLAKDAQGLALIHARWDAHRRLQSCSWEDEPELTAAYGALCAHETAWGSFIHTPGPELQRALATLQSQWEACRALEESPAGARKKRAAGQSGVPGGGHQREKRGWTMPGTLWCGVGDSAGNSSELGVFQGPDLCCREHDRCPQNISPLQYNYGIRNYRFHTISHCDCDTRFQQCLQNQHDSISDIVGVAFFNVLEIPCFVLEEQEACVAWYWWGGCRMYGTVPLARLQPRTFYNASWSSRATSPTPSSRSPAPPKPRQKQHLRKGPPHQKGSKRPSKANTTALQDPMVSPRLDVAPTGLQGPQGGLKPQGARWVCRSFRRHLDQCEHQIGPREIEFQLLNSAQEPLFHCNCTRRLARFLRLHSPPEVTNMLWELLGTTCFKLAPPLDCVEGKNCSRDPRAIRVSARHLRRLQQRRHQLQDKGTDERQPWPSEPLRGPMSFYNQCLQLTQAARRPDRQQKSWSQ
GC-A act: GC-A (human) enzyme activation. HEK293 GC-A cells, cGMP TR-FRET, EC30 ANP; 0% at EC30 ANP, 100% saturating ANP. activation, % at 10 µM. 370,000 compounds, 0.14% hits; in the data active means activation above about 40%
ADAM10 inh: inhibitors of human ADAM10. O14672. 370,000 compounds, 0.62% hits. inhibition, % at 7 µM. recombinant ADAM10, EDANS/DABCYL FRET peptide cleavage, 3 h;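 active means inhibition above a per-campaign cutoff equal to the mean of compounds falling between control-based bounds plus 3 SD, cut at about 20% in these data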;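 further: 0% = DMSO wells while the 100% control is not disclosed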
Target sequence (O14672 214-748 limits assumed): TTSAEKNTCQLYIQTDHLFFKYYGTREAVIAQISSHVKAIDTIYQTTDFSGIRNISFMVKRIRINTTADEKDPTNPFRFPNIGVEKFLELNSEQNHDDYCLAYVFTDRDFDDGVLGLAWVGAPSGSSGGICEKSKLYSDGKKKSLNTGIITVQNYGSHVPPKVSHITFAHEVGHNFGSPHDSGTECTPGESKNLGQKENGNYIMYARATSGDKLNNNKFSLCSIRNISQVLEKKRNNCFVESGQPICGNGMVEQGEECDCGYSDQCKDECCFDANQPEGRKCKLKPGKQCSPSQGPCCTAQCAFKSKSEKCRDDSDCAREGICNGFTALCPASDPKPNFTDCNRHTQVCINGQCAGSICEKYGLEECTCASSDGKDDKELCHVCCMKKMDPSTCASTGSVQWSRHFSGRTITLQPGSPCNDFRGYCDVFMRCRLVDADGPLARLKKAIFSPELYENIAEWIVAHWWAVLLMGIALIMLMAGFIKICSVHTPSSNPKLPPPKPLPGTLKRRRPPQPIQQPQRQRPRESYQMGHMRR
DAX1 inh-1: inhibitors of DAX1 repression of SF-1 activated StAR promoter; 370,000 compounds, 1.1% hits; AID 652010; HEK293T StAR-luciferase reporter, SF-1/DAX-1 repression relief; inhibition, % at 6.8 µM;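 active means inhibition above the mean over all tested compounds plus 3 SD, cut at about 3.6% in these data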;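 further: 0% = DAX-1 cells with DMSO and 100% = cells lacking DAX-1 with DMSO; higher inhibition means more luminescence from relief of DAX-1 repression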
hcDAF12 agonist: H. contortus DAF-12 activation, primary screen; HEK293 hcDAF-12 lit1-tk-luc reporter, luminescence; 0% DMSO, 100% Δ7-dafachronic acid; activation, % at 6.8 µM; 370,000 compounds, 1.4% hits; AID 652067;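 active means activation above the mean of all tested compounds plus 3 SD, cut at about 5.5% in these data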;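 further: 100% = response to 3 µM Δ7-dafachronic acid high control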
hgDAF12 agonist: activates the H. glycines DAF-12 receptor ligand-binding domain; HEK293 GAL4-hgDAF12 UAS-luciferase reporter, agonist luminescence; normalized to butyrate control; activation, % at 6.8 µM; 370,000 compounds, 1.8% hits;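 active means activation above a cutoff set at the mean of all screened compounds plus 3 SD, cut at about 10% in these data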;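 further: 0% = DMSO wells and 100% = sodium butyrate wells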
DAX1 inh-2: inhibits human nuclear receptor DAX1. 340,000 compounds, 0.99% hits. inhibition, % at 6.75 µM. AID 504766. HEK293 Gal4-DAX1 luciferase reporter, luminescence. P51843;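 active means inhibition above the mean over all tested compounds plus 3 SD, cut at about 4.2% in these data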;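 further: 0% = DAX1-transfected cells with DMSO and 100% = empty-vector control cells with DMSO; inhibition shows as a rise in luminescence from relieved DAX1 repression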
SMARCA2 activ: increases SMARCA2 function in MMTV reporter cells. MG213 cells, MMTV-luciferase reporter, dexamethasone, overnight. activation, % at 9.1 µM. 370,000 compounds, 1% hits; in the data active means activation above about 7.8%;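 further: 0% = vehicle wells and 100% = reference activator wells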
GC-B act: GC-B (human) receptor activation. HEK293-GC-B cells, CNP EC30, cGMP TR-FRET; 0% at EC30 CNP, 100% saturating CNP. activation, % at 10 µM. 370,000 compounds, 0.11% hits;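 active means activation at 10 µM reaching about 35% in either raw or pattern-adjusted values, limit read from the data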
GAA850 FXN act: increases GAA850 frataxin promoter reporter activity. 360,000 compounds, 0.56% hits. HEK293 lucGAA850 FXN promoter luciferase reporter, 24 h; percent of 10 µM SAHA response. activation, % at 6 µM;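 active means activation above the average of all compounds screened plus 3 SD, cutoff fixed separately per campaign, cut at about 7.5% in these data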;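 further: 0% = DMSO wells and 100% = 10 µM SAHA wells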
Numbers without * were called inactive; i = inactive; . = no result given.

structure | ssDAF12 agonist | sPLA2-III inh | GC-A act | ADAM10 inh | DAX1 inh-1 | hcDAF12 agonist | hgDAF12 agonist | DAX1 inh-2 | SMARCA2 activ | GC-B act | GAA850 FXN act
CCOc1cc(/C=C2/C(=O)N(c3ccccc3)N=C2C)ccc1OC(=O)c1ccco1 | -0.8 | 5 | 10 | -1 | -0.5 | 0.1 | 1.0 | -1.2 | -4 | 12 | -3.3
COCCN(Cc1ccco1)C(=O)Cn1ncc2c(=O)oc3ccccc3c21 | -1.2 | 0 | -2 | 2 | 0.1 | -0.7 | 1.4 | 0.2 | 1 | 3 | 0.1
CC1CCCN(Cc2nc3c(c(=O)n(C)c(=O)n3C)n2CC(N)=O)C1 (centres undefined) | -0.5 | -3 | 1 | -4 | -0.3 | -0.8 | -1.5 | 1.5 | -2 | 8 | -0.4
CCCCN(C)c1nc(-c2ccco2)c2c(c1C#N)CC(C)(C)OC2 | -1.0 | -7 | 11 | -29 | 2.6 | 0.8 | 3.8 | -0.6 | -1 | 1 | 0.8
c1ccc(CN2CCN(c3nc(-c4ccccn4)nc4ccccc34)CC2)cc1 | -1.4 | 2 | -2 | -1 | -2.6 | -1.8 | -4.2 | 0.5 | -2 | -1 | 1.8
COc1ccc(-c2nsc3c(N4CCN(S(=O)(=O)c5ccccc5F)CC4)ncnc23)cc1 | -0.8 | 11 | 13 | -4 | 0.1 | -0.3 | 0.9 | -0.4 | -2 | -8 | 0.5
COC(=O)c1nnn(-c2nonc2N)c1CSc1nc2ccccc2s1 | -0.2 | -23 | -2 | 3 | -0.4 | 0.6 | -2.5 | -1.0 | 0 | 2 | 0.4
COc1ccc(C2C(C#N)=C(N)Oc3cc(O)ccc32)cc1Cl (centres undefined) | -1.2 | -3 | 37 | -4 | 0.1 | -2.6 | -0.1 | 1.8 | -3 | 2 | 0.9
CC1CC(C)CN(CC(O)COCc2ccccc2)C1 (centres undefined) | -1.1 | 1 | 3 | -2 | -0.3 | -1.6 | 2.2 | 1.2 | 1 | -3 | 0.8
Cc1cc(NCc2ccco2)nc(N2CCC(C(=O)NC3CCCCC3)CC2)n1 | -1.1 | -2 | -4 | -7 | 0.6 | -1.1 | -2.5 | -0.2 | -1 | -3 | -0.6

The results go on.
structure | ssDAF12 agonist | sPLA2-III inh | GC-A act | ADAM10 inh | DAX1 inh-1 | hcDAF12 agonist | hgDAF12 agonist | DAX1 inh-2 | SMARCA2 activ | GC-B act | GAA850 FXN act
CCCc1ccc2oc(C(=O)N(C)Cc3nccs3)c(C)c2c1 | -0.5 | -3 | -6 | 1 | 0.8 | 0.2 | 3.3 | -0.1 | 1 | -3 | 4.3
CC(C)(C)NC(=O)Cn1c(=O)oc2cc(S(=O)(=O)N3CCc4ccccc43)ccc21 | -1.6 | -6 | -3 | -3 | -0.9 | 0.6 | 0.6 | -1.0 | -1 | -3 | -1.3
CCCCNc1c(-c2ccccn2)nc2nc(C)cc(C)n12 | -1.0 | 11 | -5 | -156 | 0.1 | 1.0 | -2.0 | . | -2 | 0 | .
CC1(c2ccccc2)NC(=O)N(CC(=O)Nc2cc(C(F)(F)F)ccc2N2CCCCC2)C1=O (centres undefined) | -1.2 | -3 | -1 | 12 | 1.2 | -1.2 | 0.2 | -0.1 | -2 | 3 | 0.2
COc1ccc(NC(=O)c2ccco2)c([N+](=O)[O-])c1 | -0.5 | 6 | 2 | -11 | 1.1 | 4.5 | 7.7 | 1.5 | 2 | 0 | 1.4
Cc1cc(C)n2nc(-c3cnn(C)c3C(F)(F)F)c(Cl)c2n1 | -2.0 | 3 | -3 | -4 | -0.2 | -1.6 | 0.0 | 0.3 | 0 | -8 | 2.6
O=C(CNC(=O)c1ccccc1F)Nc1ccc2c(c1)CCC2 | -0.7 | -1 | 2 | -3 | 2.3 | 0.1 | 2.7 | 0.6 | 3 | -1 | 2.2
C=CCn1c(=O)[nH]c2nc3cc(N=CN(C)C)c(C)cc3nc2c1=O | -0.8 | -38 | 11 | -98 | 0.4 | 2.7 | 2.4 | -0.3 | 1 | -4 | 1.6
Cc1ccc(S(=O)(=O)/N=C2/C=C(C3C(=O)CC(C)(C)CC3=O)C(=O)c3ccccc32)cc1 | 0.2 | -18 | -2 | -4 | -2.8 | 3.6 | -7.9 | 0.4 | -8 | 3 | 2.9
COc1cccc(N(C(=O)c2snc(C(N)=O)c2N)C(C(=O)NCC2CCCO2)c2ccc3ncccc3c2)c1 (centres undefined) | -0.7 | 3 | -34 | -327 | -0.1 | -1.1 | -0.4 | -1.6 | 4 | -18 | 1.7

Remaining list, next part:
structure | ssDAF12 agonist | sPLA2-III inh | GC-A act | ADAM10 inh | DAX1 inh-1 | hcDAF12 agonist | hgDAF12 agonist | DAX1 inh-2 | SMARCA2 activ | GC-B act | GAA850 FXN act
Cn1c(SCc2ccc(Br)cc2)nc2c(c1=O)SCC2 | -0.4 | 7 | -5 | 9 | -0.3 | -0.7 | 1.0 | 1.3 | -2 | -5 | -0.6
N#Cc1ccccc1NC(=O)COC(=O)CSc1nc2ccccc2o1 | 0.1 | -1 | 1 | -7 | -0.8 | 0.0 | 0.7 | -0.8 | 0 | 1 | 1.6
Cc1ccc(-c2nc(CN(C)Cc3ccc4nccnc4c3)c(C)o2)s1 | -0.9 | 4 | -3 | -2 | -0.9 | 0.3 | -4.2 | -0.7 | 0 | 4 | 1.4
O=C(NC1CCCCN(Cc2ccc(Cl)cc2)C1=O)c1ccc(Cl)cc1Cl (centres undefined) | -1.3 | -8 | -2 | 6 | -0.9 | -1.3 | 0.2 | . | -2 | -5 | .
COc1ccc(Br)cc1CNC(=O)C1CCN(S(=O)(=O)N2CCCCC2)CC1 | -1.3 | -4 | -5 | 4 | -0.2 | -1.2 | -1.9 | -1.8 | -2 | 4 | 1.6
O=C(CCc1ccccc1)NC(=S)Nc1ccccc1[N+](=O)[O-] | -0.8 | 14 | 2 | 2 | -0.7 | -1.6 | 2.1 | -0.3 | -2 | -2 | -0.7
Cc1cc(NC(=O)C(C)SCC(=O)Nc2cc(Cl)ccc2N2CCN(C)CC2)no1 (centres undefined) | 0.7 | -5 | -8 | -4 | -1.2 | -0.5 | 1.1 | 0.3 | -1 | 3 | -1.7
CN1CCN(c2nc3ccccc3nc2C(C#N)C(=O)OC2CCCCC2)CC1 (centres undefined) | -0.7 | -9 | -1 | -46 | -0.7 | -0.6 | -0.8 | -0.5 | 2 | -5 | 0.2
CCN1CCN(c2nc(N)c([N+](=O)[O-])c(Nc3ccc(C)c(C)c3)n2)CC1 | -2.0 | 2 | 0 | 3 | 0.2 | -2.7 | -2.4 | 1.4 | -1 | 1 | 1.2
O=C(CSc1nnc(-c2ccncc2)n1Cc1ccco1)c1ccc(Cl)cc1 | -1.6 | -34 | 3 | 7 | 0.0 | -1.1 | 0.3 | -1.0 | 2 | 3 | 4.4

(further entries)
structure | ssDAF12 agonist | sPLA2-III inh | GC-A act | ADAM10 inh | DAX1 inh-1 | hcDAF12 agonist | hgDAF12 agonist | DAX1 inh-2 | SMARCA2 activ | GC-B act | GAA850 FXN act
CSC1=NCCN1C(=O)c1c(-c2ccccc2Cl)noc1C | -1.1 | 2 | 3 | -6 | -0.7 | 0.3 | -0.9 | -2.0 | -1 | 1 | 1.1
COCCNC(=O)Cn1cc2c(n1)CCC(C)C2 (centres undefined) | -1.5 | -2 | 4 | -7 | -0.3 | -1.4 | 4.8 | 0.1 | 2 | 3 | -0.7
COP(=O)(OC)c1nc(-c2ccccc2)oc1NCc1ccccc1 | -0.8 | -4 | -5 | i | -0.3 | 2.3 | -0.7 | 0.9 | -2 | -2 | 1.1
COC(=O)c1cc(Br)c(N)cc1OC | -1.4 | 2 | -1 | -7 | 0.0 | -2.6 | 0.9 | 0.4 | 0 | -3 | 2.5
Cn1c(-c2ccc(F)cc2)cnc1SCC(=O)N1CCCCC1 | 0.3 | -3 | -5 | 4 | 2.1 | 2.8 | 12* | 0.6 | 4 | -1 | -3.0
Cc1ccc(OCCCCN2CCCC(C)C2)c([N+](=O)[O-])c1 (centres undefined) | -2.1 | -8 | 0 | -5 | 0.2 | -0.1 | 1.3 | 0.2 | -1 | -5 | 1.0
O=C(CSc1nc2ccccc2o1)N/N=C/c1ccco1 | -1.2 | 3 | 3 | -12 | 1.7 | 2.0 | 0.7 | -0.2 | -1 | 0 | 2.0
CC(Sc1cnccn1)C(=O)O (centres undefined) | -0.5 | 8 | 4 | -2 | 0.4 | -1.2 | -0.8 | . | -3 | -6 | -2.7
CC(C)(C)NC(=O)NC(=O)CSc1nnc2ccccn12 | -1.5 | 6 | -1 | -3 | -0.2 | 1.6 | -1.1 | 1.4 | 1 | 2 | -2.6
CCOC(=O)CSC1=N/C(=C\c2cccnc2)C(=O)N1c1ccc(OC)cc1 | -1.8 | 1 | -1 | -1 | 0.0 | -0.6 | -2.1 | -1.0 | 0 | 2 | -0.7
COc1ccc(/C=N/Nc2cc(C)nc(NS(=O)(=O)c3ccc(C)cc3)n2)cc1 | -2.1 | -21 | -4 | -3 | -0.3 | -3.3 | 0.5 | -0.6 | -1 | -9 | -1.9

Whole records, quoted from the list. Order of values: ssDAF12 agonist | sPLA2-III inh | GC-A act | ADAM10 inh | DAX1 inh-1 | hcDAF12 agonist | hgDAF12 agonist | DAX1 inh-2 | SMARCA2 activ | GC-B act | GAA850 FXN act
`Cn1c(-c2ccc(F)cc2)cnc1SCC(=O)N1CCCCC1` is entered as 0.3 | -3 | -5 | 4 | 2.1 | 2.8 | 12* | 0.6 | 4 | -1 | -3.0
`COC(=O)c1cc(Br)c(N)cc1OC` is entered as -1.4 | 2 | -1 | -7 | 0.0 | -2.6 | 0.9 | 0.4 | 0 | -3 | 2.5
`COCCNC(=O)Cn1cc2c(n1)CCC(C)C2` (centres undefined) is entered as -1.5 | -2 | 4 | -7 | -0.3 | -1.4 | 4.8 | 0.1 | 2 | 3 | -0.7
`COc1ccc(/C=N/Nc2cc(C)nc(NS(=O)(=O)c3ccc(C)cc3)n2)cc1` is entered as -2.1 | -21 | -4 | -3 | -0.3 | -3.3 | 0.5 | -0.6 | -1 | -9 | -1.9
`O=C(CSc1nc2ccccc2o1)N/N=C/c1ccco1` is entered as -1.2 | 3 | 3 | -12 | 1.7 | 2.0 | 0.7 | -0.2 | -1 | 0 | 2.0

Screening results deposited in PubChem by several laboratories.
